# Screening results from PubChem.
# NFkB binder – binds human NF-kappa-B p105 on microarray; P19838; Small molecule microarray, anti-His fluorescence binding; calls only; actives 1.3% (n = 17,000); AID 624139;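 active = spot fluorescence over background significantly raised, with a chance value under 7% in all four replicate spots of the compound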;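 note: probe protein is his-tagged human p50 processed subunit at 1 µg/ml; raw spot fluorescence signals with no normalization applied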
# Target sequence (P19838 1-433 limits assumed): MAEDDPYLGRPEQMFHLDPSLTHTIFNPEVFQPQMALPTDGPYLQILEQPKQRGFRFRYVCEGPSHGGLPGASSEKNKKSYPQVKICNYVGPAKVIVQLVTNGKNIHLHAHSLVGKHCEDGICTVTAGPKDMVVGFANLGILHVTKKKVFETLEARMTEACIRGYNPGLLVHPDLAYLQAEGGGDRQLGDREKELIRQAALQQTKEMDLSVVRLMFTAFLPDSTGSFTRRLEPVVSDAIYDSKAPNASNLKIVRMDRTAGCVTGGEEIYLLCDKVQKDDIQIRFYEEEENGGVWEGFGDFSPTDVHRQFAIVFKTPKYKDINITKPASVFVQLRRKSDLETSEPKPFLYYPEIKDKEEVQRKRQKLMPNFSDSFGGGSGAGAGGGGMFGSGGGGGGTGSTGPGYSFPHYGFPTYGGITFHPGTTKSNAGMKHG
# Calls only; i = inactive; + = active, no number. An excerpt; the hit share may differ from the screen's.
molecule	NFkB binder
COc1ccc(S(=O)(=O)Nc2ccc3c(c2)C(=O)N([C@H](C)CO)C[C@H](C)[C@H](CN(C)S(=O)(=O)c2c(C)noc2C)O3)cc1	i
O=C(O)/C=C/c1ccccc1O[C@@H]1O[C@H](CO)[C@@H](O)[C@H](O)[C@H]1O	i
CC(=O)n1cc([C@H]2C=C(C(=O)N3CCCCCCC3)O[C@@H](OCc3ccc(CO)cc3)C2)c2ccccc21	i
Cc1noc(C)c1S(=O)(=O)Nc1ccc2c(c1)C(=O)N([C@@H](C)CO)C[C@@H](C)[C@H](CN(C)C(=O)CCC(F)(F)F)OCCCC[C@@H](C)O2	i
COc1cccc2cc(C(=O)NCc3ccccn3)c(=O)oc12	i
C[C@@H]1CN([C@@H](C)CO)C(=O)c2cc(NC(=O)Nc3ccc4c(c3)OCO4)ccc2O[C@@H](C)CCCCO[C@H]1CN(C)C(=O)c1ccccc1	i
COc1ccc(C#Cc2ccc3c(c2)[C@]2(C(=O)N3)[C@H](c3ccc(O)cc3)N3[C@H](c4ccccc4)[C@H](c4ccccc4)OC(=O)[C@H]3[C@@H]2C(N)=O)cc1	i
Cc1noc(C)c1NC(=O)Nc1ccc2c(c1)C(=O)N([C@@H](C)CO)C[C@@H](C)[C@H](CN(C)C)OCCCC[C@H](C)O2	i
C[C@@H]1CN([C@H](C)CO)C(=O)Cc2cc(NC(=O)CCCN(C)C)ccc2O[C@@H]1CN(C)S(=O)(=O)c1cccs1	i
C/C(=C\c1ccc(C(=O)O)cc1)c1ccc2c(c1)C(C)(C)CCC2(C)C	i

# The list goes on, starting with the last two of the part before.
molecule	NFkB binder
C[C@@H]1CN([C@H](C)CO)C(=O)Cc2cc(NC(=O)CCCN(C)C)ccc2O[C@@H]1CN(C)S(=O)(=O)c1cccs1	i
C/C(=C\c1ccc(C(=O)O)cc1)c1ccc2c(c1)C(C)(C)CCC2(C)C	i
C[C@@H]1CN([C@@H](C)CO)C(=O)Cc2cc(NC(=O)Nc3cccc4ccccc34)ccc2O[C@@H]1CN(C)C(=O)Nc1cccc2ccccc12	i
CC(C)NC(=O)Nc1cccc2c1O[C@@H](CN(C)CC1CC1)[C@H](C)CN([C@H](C)CO)C2=O	i
C[C@@H]1CN([C@H](C)CO)C(=O)c2cccc(NC(=O)Nc3ccccc3)c2O[C@@H]1CN(C)Cc1ccncc1	i
C[C@@H]1CN([C@@H](C)CO)C(=O)Cc2cc(NS(C)(=O)=O)ccc2O[C@H]1CN(C)Cc1ccc(-c2ccccc2)cc1	i
C[C@@H]1CN([C@@H](C)CO)C(=O)c2cccc(NS(=O)(=O)c3cn(C)cn3)c2O[C@H]1CN(C)C(=O)Nc1ccc(C(F)(F)F)cc1	i
COc1ccc(C)cc1NC(=O)CN1C(=O)CN(c2ccccc2)C1=O	i
Cc1noc(C)c1NC(=O)N(C)C[C@@H]1OCCCC[C@@H](C)Oc2ccc(NC(=O)CCC(F)(F)F)cc2C(=O)N([C@@H](C)CO)C[C@H]1C	i
C[C@@H]1CN([C@H](C)CO)C(=O)c2cc(NC(=O)NC3CCCCC3)ccc2O[C@H]1CN(C)C(=O)Nc1ccc(F)cc1	i
CN(C)C(=O)[C@]1(Cc2ccccc2CN=[N+]=[N-])N=C(c2ccc(OCCCO)cc2)O[C@@H]1c1ccccc1	i
Cc1c(NC(=O)/C(C#N)=C/c2ccccc2Cl)c(=O)n(-c2ccccc2)n1C	i
C[C@@H]1CN([C@H](C)CO)C(=O)Cc2cc(NC(=O)Nc3ccc4c(c3)OCO4)ccc2O[C@@H]1CN(C)Cc1ccc(-c2ccccc2)cc1	i
COc1ccc(CN(C)C[C@H]2Oc3ccc(NC(=O)Nc4ccc(OC)cc4)cc3CC(=O)N([C@H](C)CO)C[C@@H]2C)cc1	i
C[C@@H]1CN([C@@H](C)CO)C(=O)c2cc(NC(=O)Nc3ccccc3)ccc2O[C@@H](C)CCCCO[C@@H]1CN(C)C(=O)Nc1ccccc1	i
CC(=O)O[C@@H]1C[C@@]23C[C@@]24CC[C@H](O[C@@H]2OC[C@@H](O)[C@H](O)[C@H]2O)C(C)(C)[C@@H]4CC[C@H]3[C@]2(C)C[C@@H]3O[C@]4(C[C@@H](C)[C@@H]3[C@@]12C)O[C@H](O)[C@@]1(C)O[C@@H]41	i
COC(=O)c1c(-c2ccccc2)csc1NC(=O)c1cc2cccc(OC)c2oc1=O	i
Cc1noc(C)c1NC(=O)N(C)C[C@H]1OCc2cn(nn2)CCCC(=O)N([C@H](C)CO)C[C@H]1C	i
COC(=O)c1ccc(OCC(=O)Nc2ccc(C(C)=O)cc2)cc1	i
Cc1cccc(C)c1NC(=O)CSc1nc(-c2ccccc2)c(-c2ccccc2)[nH]1	i
N#CCCN(CCC#N)C(=O)c1ccccc1Oc1ccccc1	i
COc1ccc(CC(N)C(=O)N[C@H]2[C@@H](O)[C@H](n3cnc4c(N(C)C)ncnc43)O[C@@H]2CO)cc1 (some centres not stated)	i
C[C@H](CO)N1C[C@H](C)[C@H](CN(C)C)OCCCC[C@H](C)Oc2ccc(NC(=O)Nc3cccc4ccccc34)cc2C1=O	i
C[C@@H]1CN([C@H](C)CO)C(=O)Cc2cc(NS(=O)(=O)c3cccs3)ccc2O[C@@H]1CN(C)S(=O)(=O)c1ccc(Cl)cc1	i
C[C@@H]1CN([C@@H](C)CO)C(=O)c2cccc(NC(=O)C3CC3)c2O[C@H]1CN(C)Cc1ccccc1	i
C[C@@H]1CN([C@H](C)CO)C(=O)Cc2cc(NC(=O)CCC(F)(F)F)ccc2O[C@@H]1CN(C)C(=O)Nc1cccc2ccccc12	i
COc1ccc(OC)c(-n2c(CNC3CCN(Cc4ccccc4)CC3)nc3ccccc3c2=O)c1	i
CNC[C@H]1Oc2ccc(NS(=O)(=O)c3ccccc3)cc2C(=O)N([C@H](C)CO)C[C@H]1C	i
O=C(NCc1nc2ccccc2[nH]1)C1=C[C@H](c2ccc(Br)cc2)C[C@H](OCc2ccc(CO)cc2)O1	i
C[C@@H]1CN([C@@H](C)CO)C(=O)c2cccc(NC(=O)Nc3cccc4ccccc34)c2O[C@H]1CN(C)C(=O)NC1CCCCC1	i
COc1ccc(CCNC(=O)C(=O)Nc2ccccc2C)cc1OC	i
COc1ccc(CN(C)C[C@H]2Oc3ccc(NC(=O)C4CC4)cc3CC(=O)N([C@H](C)CO)C[C@H]2C)cc1	i
CC(=O)OC[C@H]1O[C@@H](Oc2cc(OC(C)=O)c3c(=O)cc(-c4ccc(OC(C)=O)cc4)oc3c2)[C@H](OC(C)=O)[C@@H](OC(C)=O)[C@@H]1OC(C)=O	i
O=C1c2cc(O)cc(O)c2C(=O)c2c1cc(O)c(C(CO)CCO)c2O (configuration not stated)	i
C[C@@H]1CN([C@@H](C)CO)C(=O)c2cccc(NC(=O)c3ccncc3)c2O[C@H]1CN(C)C	i
Cc1noc(C)c1NC(=O)Nc1cccc2c1O[C@H](CN(C)Cc1ccc(C(=O)O)cc1)[C@H](C)CN([C@@H](C)CO)C2=O	i
O=C(CSc1nnnn1-c1ccccc1F)Nc1ccc(Br)cc1	i
O=C(NCc1ccccc1)C1=C[C@@H](c2ccc(Br)cc2)C[C@@H](OCc2ccc(CO)cc2)O1	i
C[C@H]1CN([C@@H](C)CO)C(=O)c2cccc(N(C)C)c2O[C@H]1CN(C)S(C)(=O)=O	i
C[C@H](CO)N1C[C@H](C)[C@H](CN(C)S(=O)(=O)c2ccccc2)Oc2ccc(NC(=O)NC3CCCCC3)cc2CC1=O	i
COc1ccc(S(=O)(=O)N(C)C[C@H]2Oc3ccc(NS(=O)(=O)c4cn(C)cn4)cc3CC(=O)N([C@H](C)CO)C[C@H]2C)cc1	i
CCN1CCN(C(=O)C2CCCN2S(=O)(=O)c2cccc3nsnc23)CC1 (configuration not stated)	i

# Reprinted at random: 2 compounds from above.
molecule	NFkB binder
O=C1c2cc(O)cc(O)c2C(=O)c2c1cc(O)c(C(CO)CCO)c2O (configuration not stated)	i
O=C(CSc1nnnn1-c1ccccc1F)Nc1ccc(Br)cc1	i

# Carrying on.
molecule	NFkB binder
C[C@@H]1CN([C@H](C)CO)C(=O)c2cc(NC(=O)Nc3ccc(C(F)(F)F)cc3)ccc2O[C@@H](C)CCCCO[C@@H]1CN(C)Cc1ccc(C(=O)O)cc1	i
C[C@H]1CN([C@@H](C)CO)C(=O)c2cc(NC(=O)C3CC3)ccc2O[C@H]1CN(C)C	i
C[C@@H]1CN([C@H](C)CO)C(=O)c2cccc(NC(=O)c3ccncc3)c2O[C@H]1CN(C)Cc1ccc2c(c1)OCO2	i
COc1ccc(S(=O)(=O)Nc2ccc3c(c2)C(=O)N([C@H](C)CO)C[C@@H](C)[C@H](CN(C)S(=O)(=O)c2cccs2)O3)cc1	i
C[C@@H]1CN([C@H](C)CO)C(=O)c2cccc(NC(=O)NC3CCCCC3)c2O[C@H]1CN(C)Cc1ccc(C(=O)O)cc1	i
CC(C)NC(=O)Nc1ccc2c(c1)C(=O)N([C@@H](C)CO)C[C@H](C)[C@@H](CN(C)S(=O)(=O)c1ccccc1)OCCCC[C@@H](C)O2	+
COC(=O)c1cc(C)sc1NC(=O)COc1ccccc1	i
COC(=O)C1c2c(oc3cc(CO)cc(O)c3c2=O)C=CC1O (configuration not stated)	i
C[C@H](CO)N1C[C@H](C)[C@@H](CN(C)C)Oc2ccc(NC(=O)Nc3ccc(F)cc3)cc2C1=O	i
Cc1ccc(OC(=O)N(C)C[C@H]2OCc3cn(nn3)CCCC(=O)N([C@H](C)CO)C[C@H]2C)cc1	i

# A draw from above in order of SMILES length, highest first.
molecule	NFkB binder
COc1ccc(S(=O)(=O)Nc2ccc3c(c2)C(=O)N([C@H](C)CO)C[C@@H](C)[C@H](CN(C)S(=O)(=O)c2cccs2)O3)cc1	i
COc1ccc(CN(C)C[C@H]2Oc3ccc(NC(=O)Nc4ccc(OC)cc4)cc3CC(=O)N([C@H](C)CO)C[C@@H]2C)cc1	i
COc1ccc(CC(N)C(=O)N[C@H]2[C@@H](O)[C@H](n3cnc4c(N(C)C)ncnc43)O[C@@H]2CO)cc1 (some centres not stated)	i
COc1ccc(C)cc1NC(=O)CN1C(=O)CN(c2ccccc2)C1=O	i

# Remaining list, next part:
molecule	NFkB binder
Cc1noc(C)c1NC(=O)Nc1ccc2c(c1)C(=O)N([C@@H](C)CO)C[C@@H](C)[C@@H](CN(C)C(=O)Nc1c(C)noc1C)O2	i
O=C(CSCc1ccccc1Cl)Nc1c[nH]c(=O)[nH]c1=O	i
C[C@@H]1CCCCO[C@@H](CN(C)C(=O)C2CCCCC2)[C@H](C)CN([C@H](C)CO)C(=O)c2cc(NS(=O)(=O)c3ccccc3)ccc2O1	i
C[C@@H]1O[C@@H](O[C@H]2[C@@H]3C=CO[C@@H](O[C@@H]4O[C@H](CO)[C@@H](O)[C@H](O)[C@H]4O)[C@@H]3[C@@]3(CO)O[C@@H]23)[C@H](OC(=O)/C=C/c2ccccc2)[C@H](OC(=O)/C=C/c2ccccc2)[C@H]1O	i
C[C@H](CO)N1C[C@H](C)[C@@H](CN(C)Cc2ccncc2)Oc2ccc(NC(=O)CCN3CCOCC3)cc2CC1=O	i
Cc1noc(C)c1NC(=O)Nc1ccc2c(c1)CC(=O)N([C@H](C)CO)C[C@@H](C)[C@@H](CN(C)C(=O)NC(C)C)O2	i
C[C@H]1CN([C@@H](C)CO)C(=O)c2cc(NS(=O)(=O)c3ccccc3)ccc2O[C@@H]1CN(C)C	i
C[C@@H]1CN([C@H](C)CO)C(=O)c2cc(NC(=O)Cc3ccccc3)ccc2O[C@@H](C)CCCCO[C@H]1CN(C)C(=O)CCC(F)(F)F	i
CC(=O)Nc1ccc(NC(=O)CNS(=O)(=O)c2c(C)cc(C)cc2C)cc1	i
C[C@H](CO)N1C[C@H](C)[C@@H](CN(C)S(=O)(=O)c2ccccc2)OCCCC[C@H](C)Oc2ccc(NS(=O)(=O)c3cn(C)cn3)cc2C1=O	i
COc1ccc([Si](C)(C)[C@@H]2[C@@H](CC(=O)N(CCO)Cc3ccccc3)O[C@]3(C(=O)N(C)c4ccccc43)[C@H]2C)cc1	i
C[C@H](CO)N1C[C@H](C)[C@@H](CN(C)C(=O)Nc2ccccc2)Oc2ccc(NC(=O)C3CC3)cc2C1=O	i
CNC[C@@H]1Oc2ccc(NS(C)(=O)=O)cc2C(=O)N([C@@H](C)CO)C[C@H]1C	i
Cc1noc(C)c1NC(=O)Nc1ccc2c(c1)C(=O)N([C@H](C)CO)C[C@@H](C)[C@H](CN(C)C(=O)NC1CCCCC1)O2	i
C[C@@H]1CN([C@H](C)CO)C(=O)c2cc(NC(=O)CCCN(C)C)ccc2O[C@@H]1CN(C)S(=O)(=O)c1ccc(Cl)cc1	i
CC(C)(C)C(=O)CSc1nnc(-c2ccco2)o1	i
COc1ccc(S(=O)(=O)Nc2ccc3c(c2)CC(=O)N([C@@H](C)CO)C[C@@H](C)[C@H](CN(C)Cc2ccc(C(F)(F)F)cc2)O3)cc1	i
C=C(C(=O)O)C(CCCCCCO)C(=O)O (configuration not stated)	i
COc1ccc(-c2cc(=O)c3c(OC)c(OC)c(OC)c(OC)c3o2)cc1	i
O=C(Nc1ccc(S(=O)(=O)Nc2ncccn2)cc1)C1CCC1	i
CNC(=O)C1OC(n2cnc3c(NCc4cccc(I)c4)ncnc32)C(O)C1O (configuration not stated)	i
C[C@@H]1CN([C@@H](C)CO)C(=O)c2cccc(NS(=O)(=O)c3cccs3)c2O[C@@H]1CN(C)Cc1ccc(C(=O)O)cc1	i
CN(Cc1ccccc1)CC(O)CC(O)c1ccccc1 (configuration not stated)	i
C[C@H]1CN([C@@H](C)CO)C(=O)Cc2cc(NS(=O)(=O)c3ccc(Cl)cc3)ccc2O[C@@H]1CN(C)C(=O)NC1CCCCC1	i
CO[C@H]1O[C@H](CO)[C@@H](OC(=O)Nc2ccccc2)[C@H](OC(=O)Nc2ccccc2-c2ccccc2)[C@@H]1OC(=O)Nc1ccccc1-c1ccccc1	i
